TAG inh: inhibitors of triacylglycerol accumulation, primary screen, cell-based, uHTS, fluorescence, H9c2. inhibition, % at 12.5 µM. H9c2 cells, Nile Red lipid (TAG) fluorescence; cells loaded with 200 µM oleic acid. 0.66% of 230,000 active;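 active = pattern-corrected inhibition of lipid staining of at least 50% with the nuclear-stain viability signal not falling by more than 50%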;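 note: 0% = DMSO wells and 100% = triacsin C control wells; some results filed as inactive read as strong as hits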
TAG inh DAPI viability: further read-out of TAG inh, marked with its call; DAPI nuclei signal change (viability), lower = more cytotoxic, %;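 whole-well DAPI fluorescence read on a plate reader as a viability signal; minus 50 percent equals half of cells still viable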
Starred values were filed as active, the others as inactive; x = no result given. This is a subset; rates above refer to the full screens.

mol,TAG inh,TAG inh DAPI viability
NC(=O)c1ncc(C(F)(F)F)cc1Oc1ccc(F)cc1,-2,0
O=C(COc1ccc(Cl)cc1)N1CCCCCCC1,6,4
O=C1C(Cl)=C(Nc2cccc(O)c2)C(=O)N1Cc1ccccc1,-2,0
CCOC(=O)c1nnn(CC(=O)N2N=C(c3ccc(Cl)cc3)CC2c2ccc(OC)cc2)c1C(=O)OCC (configuration not stated),44,7
CCC1(c2ccc(F)cc2)NC(=O)N(CC(=O)N2CCN(S(=O)(=O)c3ccc(C)cc3)CC2)C1=O (configuration not stated),16,-2
O=C(CN1CCN(S(=O)(=O)c2ccccc2)CC1)N1CCc2ccccc21,-10,7
CCN(c1ccccc1)S(=O)(=O)c1cccc(C(=O)N2CCN(S(=O)(=O)c3ccccc3)CC2)c1,4,-7
CC1(C(=O)N2CCC(CC3CC(c4cccc(Br)c4)=NO3)(C(=O)NCC3CCCCC3)CC2)CC1 (configuration not stated),-1,-1
O=C(Cn1c(NCCO)nc2ccccc21)NCCc1ccccc1,17,-5
COc1ccc(CCN2CCCC(CN(C)C(=O)c3ccoc3C)C2)cc1 (configuration not stated),12,6
CCNC(=O)NC(=O)c1csc([N+](=O)[O-])c1,2,1
C=C[C@@H]1c2ccccc2N(S(=O)(=O)c2ccc(C)cc2)[C@H](c2ccc(OC(C)=O)cc2)C1(C#N)C#N,-22,3
Cc1ccc(-n2ncc3c(=O)n(CC(=O)N(C(C)C)C(C)C)cnc32)cc1,4,-12
CCCC1CCC(c2nc(-c3cccnc3)no2)CC1 (configuration not stated),-10,5
CCc1cc2c(=O)[nH]c(Cc3ccc(Cl)cc3)nc2s1,14,-9
Cc1cc(NC(=O)c2cc(C3CC3)on2)no1,-6,-10
COC1=CCC2([N+](=O)[O-])CN(CCO)CC1([N+](=O)[O-])C2 (configuration not stated),-7,0
CC(=O)O[C@]1(C(C)=O)CC[C@H]2[C@@H]3C=C(C)C4=CC(=O)CC[C@@H]4[C@H]3CC[C@@]21C,-15,7
O=C(Nc1ccccc1)OCCN1CCN(Cc2ccccc2)CCC1=O,8,3
CC(C)CN(C(=O)COC(=O)c1cccc2ccccc12)c1c(N)n(Cc2ccccc2)c(=O)[nH]c1=O,5,-8
O=C(Cn1c2[n+](c3ccc(C(F)(F)F)cc31)CCCCC2)Nc1ccccc1,8,-7
COc1ccc(NC2=NCC(=O)N2c2ccccc2)c(OC)c1,-5,-3
O=C(COc1ccc2ccc(=O)oc2c1)N1CCc2ccccc21,5,-4
Cc1ccc(NC(=O)CSc2nncs2)cc1Cl,-8,-2
CC(=O)Nc1ccc(NC(=O)C(C)Oc2ccccc2F)cc1 (configuration not stated),6,-13
CCOC(=O)C1=C(C)N(CCCCCC(=O)O)C(=O)NC1c1ccccc1OS(=O)(=O)c1ccc(C)cc1 (configuration not stated),-11,-6
O/N=C/C1=C(Cl)c2ccccc2CC1,-7,-5
CCOc1ccc(NC(=O)Cn2nnc(-c3ccccc3NC(=O)c3cccs3)n2)cc1,9,-3
CCOC(=O)c1[nH]c(C)c(C(=O)N2CCN(c3ccccc3OC)CC2)c1C,-5,-1
COCCNS(=O)(=O)c1ccc(C)c(C)c1C,-1,1
CC(=O)Nc1nc(S(=O)(=O)c2ccc(C)cc2)c(Cl)s1,-14,17
C[C@H](CO)N1C[C@H](C)[C@@H](CN(C)Cc2ccccc2)Oc2ccc(NC(=O)CCCCCC(=O)Nc3ccccc3N)cc2C1=O,-3,9
COc1cc(NC(=O)c2ccc(-c3cccc(F)c3)o2)ccc1NC(=O)c1ccccc1Cl,-6,2
O=C(COC(=O)c1ccc2c(c1)OCCO2)Nc1ccccc1C(F)(F)F,-3,-3
Cn1cccc1C(=O)C(=O)Nc1cc(Cl)cc(Cl)c1,7,0
COc1cccc(-c2nnn(CC(=O)N(CC(C)C)C3CCS(=O)(=O)C3)n2)c1 (configuration not stated),11,-3
O=C(CSc1nc2[nH]ncc2c(=O)[nH]1)Nc1cc(C(F)(F)F)ccc1Cl,-3,-7
CCN(C(=O)COC(=O)c1cc2c(s1)CCCCC2)C1CCS(=O)(=O)C1 (configuration not stated),10,-3
CC(=O)c1cccc(NC(=O)c2cccc(NC(=O)c3ccco3)c2)c1,3,1
CC(=O)N[C@@H](Cc1c[nH]c2ccccc12)C(=O)OCC(=O)Nc1ccc2c(c1)OCO2,-2,-6
O=C(NCCc1ccncc1)Nc1ccc(Cl)cc1,-12,8
Cc1cccc(NS(=O)(=O)c2cccc(C(=O)N3CCC3)c2)c1,-3,-2
CCNc1nc(NCC)nc(OCCOC(=O)COc2ccc(Cl)cc2Cl)n1,-6,-7
Cc1ccc(CCC(=O)Nc2ncc(Cc3cccc(Cl)c3Cl)s2)o1,33,-32
COc1ccc(CC(N)c2csc(Nc3ccc(S(C)(=O)=O)cc3)n2)cc1 (configuration not stated),8,33
CCOc1ccc2[nH]c(=O)c(CN(CCc3ccccc3)C(=O)c3cnccn3)cc2c1,14,-16
CCN(C[C@H]1N[C@@](Cc2ccccc2)(C(=O)OC)[C@H]2C(=O)N(Cc3ccccc3)C(=O)[C@@H]12)C(=O)c1ccc(F)cc1,7,-8
COC(=O)C1=C(C)N(CC2CCCO2)C(=O)/C1=C\c1ccc(O)cc1 (configuration not stated),-7,-2
Clc1ccc(C(Cn2ccnc2)OCc2c(Cl)cccc2Cl)c(Cl)c1 (configuration not stated),-16,16
COC(=O)c1sc(NC(=O)c2cc(C)on2)nc1C,-10,1
C[C@H](CO)N1C[C@H](C)[C@H](CN(C)S(=O)(=O)c2cccs2)OCc2cnnn2CCCC1=O,-3,-1
Cn1c(NC(=O)c2ccc(Br)o2)cc(=O)n(C)c1=O,-26,2
CCCn1c(Cc2ccccc2)nnc1SC(C)C(=O)NC1CC1 (configuration not stated),18,-4
C=CCc1cccc(CNc2ccc(Br)cc2)c1O,-11,-5
Cc1ccc(NS(=O)(=O)c2ccc(C(=O)NCc3cccnc3)cc2)cc1,-23,6
CC1(C(=O)NS(=O)(=O)Cc2ccccc2)CCN1C(=O)Cc1ccc(-c2ccccc2)cc1 (configuration not stated),-2,5
O=C(COc1ccccc1Cl)NCc1ccncc1,25,-33
COc1cccc(N2CCN(Cc3nc4scc(-c5ccccc5)c4c(=O)[nH]3)CC2)c1,11,8
COc1ccc(F)cc1C(=O)C1CCCN(Cc2cnc(N3CCCC3)s2)C1 (configuration not stated),2,-5
Cc1cc(C)c(S(=O)(=O)N2CCN(C3CC(=O)N(c4ccccc4Cl)C3=O)CC2)c(C)c1 (configuration not stated),-4,-6

Remaining list, next part:
Under each structure – TAG inh, TAG inh DAPI viability
> O=C(O)C(Cc1c[nH]c2ccccc12)NS(=O)(=O)c1ccccc1 (configuration not stated)
→ -3, 0
> COc1ccc(Cc2nnc(SCC(=O)Nc3ccc(C)c(Cl)c3)[nH]c2=O)cc1
→ 2, 0
> O=C(CSc1nc(=O)n(CCCN2CCOCC2)c2c1CCCC2)Nc1cccc(F)c1
→ -19, 2
> COc1ccc2sc(-c3ccc(N(C)C)cc3)c(C#CCCO)c2c1
→ 76*, x
> Fc1ccc(CSc2ncnc3c2ncn3C2CCCCO2)cc1 (configuration not stated)
→ 3, 2
> CC(C)Cc1nc2ccc(N)cc2[nH]1
→ 4, 2
> COc1ccc(CCNC(=O)COc2nsnc2N2CCOCC2)cc1OC
→ -10, 12
> CCCNS(=O)(=O)c1ccc(CCC(=O)Nc2cc(Cl)ccc2Oc2ccccc2)cc1
→ 46, -6
> CCOc1cc(N2CCOCC2)c(OCC)cc1NC(=O)C1CCCC1
→ 11, 6
> CC(=O)Nc1ccc(C(=O)OCc2ccc(F)cc2)cc1
→ 12, -1
> CC(NC(=O)c1cc(S(=O)(=O)N(C)C)ccc1N1CCCC1)C1CC2CCC1C2 (configuration not stated)
→ 14, -8
> COc1ccccc1N1CCN(S(=O)(=O)CCNC(=O)CCCc2ccccc2)CC1
→ -1, -1
> COc1ccc(OC)c(N)c1
→ 17, 2
> CCc1ccc(Nc2n[n+](-c3ccccc3)c(-c3ccc(SC)cc3)s2)cc1
→ -68, 26
> CC(C)(C)CC(C)(C)N=C1NS(=O)(=O)c2cc([N+](=O)[O-])ccc21
→ 10, -13
> O=C(Cc1ccc(S(=O)(=O)N2CCOCC2)s1)Nc1ccc(Br)c(C(F)(F)F)c1
→ 0, -6
> CCCN1CCc2c(sc(NC(=O)c3ccc(S(=O)(=O)N(C)c4ccccc4)cc3)c2C(N)=O)C1
→ -16, 2
> COc1cc(C(=O)NCC2CCCO2)cc(Br)c1OCc1ccccc1 (configuration not stated)
→ 2, 5
> N#CC1(NC(=O)COC(=O)c2cc(=O)[nH]c3ccccc23)CCCCC1
→ 14, -5
> CCOC(=O)N1CCN(C(=O)CS(=O)(=O)c2cn(Cc3ccccc3Cl)c3ccccc23)CC1
→ 2, 8
> Cc1ccnc2nc(C(=O)Nc3nc(-c4ccccn4)cs3)nn12
→ 6, -4
> CCCCNc1c(-c2ccc(SC(C)CC)c(OC)c2)nc2ccc(Cl)cn12 (configuration not stated)
→ 24, 86
> COC(=O)c1c(-c2c(Cl)cccc2Cl)noc1NC(=O)N(C)C
→ -6, 11
> CN(CC(=O)Nc1ccc(F)cc1)C(=O)COC(=O)CCN1C(=O)C2CC=CCC2C1=O (configuration not stated)
→ -13, 6
> Cc1cc(C)c2oc(-c3cccc(N)c3)nc2c1
→ 11, 18
> COc1ccccc1N(C)S(=O)(=O)c1ccc(C(=O)NC2CCCCC2)cc1
→ -3, -4
> Cc1ccc2cc(CCNC(=O)C3CCCCC3)c(=O)[nH]c2c1C
→ 4, -3
> CCOc1cc(NS(=O)(=O)c2ccc(OC)cc2)c(OCC)cc1NC(C)=O
→ -3, -1
> COCCNC(=O)CN1C(=O)c2cccc3cccc1c23
→ -5, -2
> CCN1CCN(CCNC(=O)c2ccc(/C=C3/Sc4ccccc4N(Cc4cccc(Cl)c4)C3=O)cc2)CC1
→ 13, 10
> Cc1cc(C)c2[nH]c(=O)c(CN(Cc3ccco3)C(=O)C3CCCO3)cc2c1 (configuration not stated)
→ 0, 10
> Cc1c(C)c(C)c(S(=O)(=O)NCCc2ccccn2)c(C)c1C
→ -20, 5
> CC1CCCCC1NC(=O)CSc1ccc([N+](=O)[O-])cc1 (configuration not stated)
→ 0, -2
> CC(=O)c1ccc(S(=O)(=O)N2CCN(C(=O)c3ccc(COc4ccccc4)o3)CC2)cc1
→ -9, -1
> COCCOC(=O)C1=C(C)NC(=S)NC1c1cccs1 (configuration not stated)
→ 10, 2
> CS(=O)(=O)N1CCN(c2ncccn2)CC1
→ 0, -21
> COc1ccc([C@H]2C[C@H](n3cc(C4CC4)nn3)[C@@H](O)CN2CC2CCCCC2)cc1
→ -4, 8
> COc1cc2ccccc2nn1
→ -6, 12
> Cc1nn(Cc2ccccc2Cl)c(C)c1C(=O)N(C)CC(=O)Nc1cccc(F)c1
→ 9, -8
> CCCC(C)c1oc(=O)cc(O)c1C (configuration not stated)
→ -10, -1

In the list so far, these contain two or more sulfur atoms:
Under each structure – TAG inh, TAG inh DAPI viability
> CCN(c1ccccc1)S(=O)(=O)c1cccc(C(=O)N2CCN(S(=O)(=O)c3ccccc3)CC2)c1
→ 4, -7
> Cc1ccc(NC(=O)CSc2nncs2)cc1Cl
→ -8, -2
> CC(=O)Nc1nc(S(=O)(=O)c2ccc(C)cc2)c(Cl)s1
→ -14, 17
> CCN(C(=O)COC(=O)c1cc2c(s1)CCCCC2)C1CCS(=O)(=O)C1 (configuration not stated)
→ 10, -3
> COc1ccc(CC(N)c2csc(Nc3ccc(S(C)(=O)=O)cc3)n2)cc1 (configuration not stated)
→ 8, 33
> C[C@H](CO)N1C[C@H](C)[C@H](CN(C)S(=O)(=O)c2cccs2)OCc2cnnn2CCCC1=O
→ -3, -1
> CCc1ccc(Nc2n[n+](-c3ccccc3)c(-c3ccc(SC)cc3)s2)cc1
→ -68, 26
> O=C(Cc1ccc(S(=O)(=O)N2CCOCC2)s1)Nc1ccc(Br)c(C(F)(F)F)c1
→ 0, -6
> CCCN1CCc2c(sc(NC(=O)c3ccc(S(=O)(=O)N(C)c4ccccc4)cc3)c2C(N)=O)C1
→ -16, 2
> COCCOC(=O)C1=C(C)NC(=S)NC1c1cccs1 (configuration not stated)
→ 10, 2

(cont.)
Under each structure – TAG inh, TAG inh DAPI viability
> COc1ccccc1OCCNC(=O)c1ccc(C)c(S(=O)(=O)N2CCOCC2)c1
→ 0, 2
> Cc1ccc(N(C(C)C(=O)Nc2ccc(S(=O)(=O)N3CCOCC3)cc2)S(C)(=O)=O)cc1 (configuration not stated)
→ -3, 1
> CN1CC(=O)NC1=NC(=O)c1cc(F)c(F)cc1Cl
→ 2, 3
> Cc1ccc(CCSc2ccc(F)cc2)cn1
→ 0, 2
> Cc1ccc(N2C(=O)C3C4CC(=O)C(c5ccccc54)C3C2=O)cc1 (configuration not stated)
→ 1, 2
> CCOC(=O)c1cccc(NC(=O)CSc2nnc(-c3ccoc3C)n2CCOC)c1
→ 22, -4
> O=C(O)c1cc(=O)c2cc(Cl)ccc2o1
→ -5, 5
> CCN(CC(=O)Nc1ccccc1C(F)(F)F)C(=O)CCS(=O)(=O)c1ccc(C)cc1
→ 8, -5
> CC(=O)NC12CC3CC(C1)CC(C(=O)Nc1nc4ccc(S(C)(=O)=O)cc4s1)(C3)C2
→ 7, -1
> O=C(CSCc1c(F)cccc1Cl)Nc1ccccc1C(=O)N1CCOCC1
→ 1, 6
> CCNC(=O)CC1C(=O)N(c2ccc(F)cc2)C(=O)N1Cc1cccs1 (configuration not stated)
→ 2, 3
> CC(=O)c1ccc(-c2ccc(C(=O)N3CCN(c4ccc(F)cc4)CC3)o2)cc1
→ 4, -6
> Cc1ccc(CN(C)C(=O)c2ccc(S(=O)(=O)N(C)c3ccccc3)cc2)o1
→ 0, 9
> C#CCSc1ncc(S(=O)(=O)c2ccccc2)c(=O)[nH]1
→ -10, 9

Bioassay records deposited in PubChem by Sanford-Burnham Center for Chemical Genomics.
